Screening data as filed in PubChem BioAssay.
PLCb3 inh = blocks human PLC-beta3 enzyme activity | Q01970 | Purified PLC-beta3, fluorogenic substrate, fluorescence | inhibition, % at 12.2 µM | actives 0.18% (n = 370,000); in the data active = inhibition above about 11%;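 also: 0% = median of compound wells on plate and 100% = full blocker control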
Target sequence (Q01970 whole entry, looked up): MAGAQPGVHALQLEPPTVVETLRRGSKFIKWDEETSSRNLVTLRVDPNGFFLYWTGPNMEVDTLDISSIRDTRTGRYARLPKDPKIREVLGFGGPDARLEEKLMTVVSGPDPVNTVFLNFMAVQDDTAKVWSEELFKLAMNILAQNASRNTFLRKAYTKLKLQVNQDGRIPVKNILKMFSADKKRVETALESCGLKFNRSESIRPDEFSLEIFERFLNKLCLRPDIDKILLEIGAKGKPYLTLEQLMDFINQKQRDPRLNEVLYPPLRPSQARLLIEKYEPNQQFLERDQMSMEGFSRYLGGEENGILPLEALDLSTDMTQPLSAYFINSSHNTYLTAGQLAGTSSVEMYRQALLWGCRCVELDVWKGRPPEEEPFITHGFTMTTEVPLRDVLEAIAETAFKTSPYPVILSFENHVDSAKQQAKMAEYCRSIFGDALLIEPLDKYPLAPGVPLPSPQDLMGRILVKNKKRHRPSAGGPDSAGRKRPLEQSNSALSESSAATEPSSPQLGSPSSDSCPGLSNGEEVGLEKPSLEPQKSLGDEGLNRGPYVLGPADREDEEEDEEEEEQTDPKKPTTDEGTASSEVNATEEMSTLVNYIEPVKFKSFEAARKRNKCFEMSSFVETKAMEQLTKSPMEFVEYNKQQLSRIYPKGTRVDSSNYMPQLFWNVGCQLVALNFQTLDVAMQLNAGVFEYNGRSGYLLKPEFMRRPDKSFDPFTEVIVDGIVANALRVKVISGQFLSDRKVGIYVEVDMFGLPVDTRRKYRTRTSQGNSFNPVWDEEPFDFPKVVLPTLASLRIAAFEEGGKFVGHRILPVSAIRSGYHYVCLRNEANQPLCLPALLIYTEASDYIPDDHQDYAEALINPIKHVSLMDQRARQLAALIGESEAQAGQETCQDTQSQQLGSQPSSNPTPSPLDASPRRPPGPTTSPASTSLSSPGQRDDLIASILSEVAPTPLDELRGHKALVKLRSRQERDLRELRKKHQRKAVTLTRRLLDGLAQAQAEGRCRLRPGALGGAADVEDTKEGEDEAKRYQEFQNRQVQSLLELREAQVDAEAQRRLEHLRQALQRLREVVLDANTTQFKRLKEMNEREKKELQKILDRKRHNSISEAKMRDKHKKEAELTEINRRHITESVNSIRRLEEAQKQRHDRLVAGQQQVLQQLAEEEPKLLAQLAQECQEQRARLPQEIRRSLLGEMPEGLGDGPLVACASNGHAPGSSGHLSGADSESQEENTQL
UHRF1 binding = human UHRF1 methylated DNA binding inhibitors; Q96T88; UHRF1 binding to methylated oligo, TR-FRET; inhibition, % at 4.4 µM; actives 0.75% (n = 370,000); AID 687016; in the data active = inhibition above about 21%;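 also: UHRF1 SRA domain binding a hemimethylated CpG hairpin DNA probe; 0% = median of test compound wells and 100% = reference inhibitor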
ASAP1 GAP inh = ASAP1 ArfGAP inhibition; Q9ULH1; ASAP1-stimulated ARF1 GTP hydrolysis, GDP FP detection; inhibition, % at 16.5 µM; actives 0.19% (n = 360,000); AID 624377; in the data active = inhibition above about 25%;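 also: 0% = vehicle with enzyme and substrate and 100% = no enzyme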
PLC-gamma1 inh = PLC-gamma1 (human) inhibition, primary screen; P19174; purified PLC-gamma1, fluorogenic substrate, fluorescence; inhibition, % at 12.2 µM; actives 0.84% (n = 370,000); AID 720700; in the data active = inhibition above about 9.5%
ARFGAP1 inhibitor = rat ARFGAP1 inhibition; Arfgap1-stimulated ARF1 GTP hydrolysis, GDP FP detection; inhibition, % at 16.5 µM; Q62848; actives 0.26% (n = 360,000);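 active = inhibition above a per-plate limit, mean inhibition of low control wells plus 3 SD, cut at about 25% in these data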;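 also: 0% = DMSO wells with enzyme and 100% = wells lacking Arfgap1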
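Material – truncated rat Arfgap1 GAP domain · Buffer or medium – HEPES-based buffer, pH 7.5 · Reagent – human ARF1(Δ1-17)-GTP substrate · Dosing – 16.5 µM single point, 1.26% DMSO · Schedule – GTP hydrolysis reaction 2 h at 25 °C · Technique – GDP detection by fluorescence polarization · Benchmarks – No-Arfgap1 wells (100%) versus DMSO full-reaction wells (0%) · Repeats – single replicate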
DDE Tn6 FP inh = inhibitors of Tn6 peptide binding to human fibrin DD(E) | Fibrin DD(E) TRITC-Tn6 fluorescence polarization displacement | P02675 | inhibition, % at 8.3 µM | actives 0.21% (n = 370,000) | AID 720509;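 active = inhibition above a per-campaign cutoff: mean of compounds within control limits plus 3 SD, cut at about 15% in these data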;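 also: 0% = median of all compound wells on the plate and 100% = blocking peptide control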
Rev-erbA mod = modulates human Rev-erb alpha binding to DNA. P20393. Rev-erbα–FITC-DNA binding, fluorescence polarization, 90 min. activity, % at 10 µM. actives 0.79% (n = 370,000);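 active = activity above about 14%, limit read from the data; passing the limit was not always enough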;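 also: 0% = DMSO wells with 35 nM protein and 100% = DMSO wells with 750 nM protein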
sPLA2-III inh = Blocks human group III sPLA2 activity | Q9NZ20 | QFRET BODIPY PC-A2 liposome hydrolysis, fluorescence | inhibition, % at 12.2 µM | actives 0.56% (n = 370,000);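 active = inhibition above mean plus 3 SD of compounds lying within the high and low control bounds, cut at about 19% in these data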;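 also: 0% = median of test compound wells and 100% = no enzyme DMSO wells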
DDE Tn7 FP inh = inhibitors of Tn7 peptide binding to human fibrin DD(E). P02675. FP displacement of FITC-Tn7 peptide from fibrin DD(E); 0% = median of compound wells per plate. inhibition, % at 8.3 µM. actives 0.13% (n = 370,000). AID 720508;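 active = inhibition above the mean of compounds falling within the control limits plus 3 SD of them, cut at about 14% in these data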;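 also: 0% = plate median of compound wells and 100% = 10 µM Aha-Tn7 peptide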
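system = human fibrin DD(E) protein | quantity = DD(E) 2 µM final | medium = Tris/NaCl/CaCl2 buffer, pH 7.8 | also added = labelled Tn7 tracer, 0.1 µM | compound dosing = single point at 8.3 µM | timing = compound with protein 10 min, then 3 h after probe, room temperature | signal = FP measurement | benchmarks = Aha-Tn7 high control | repeats = one replicate per compound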
proKLK7 act = proKLK7 (human) activation, primary screen | P49862 | purified proKLK7, EDANS-DABCYL substrate fluorescence; 100% is mature enzyme control, 0% vehicle | activation, % at 7 µM | actives 0.9% (n = 370,000) | AID 652039;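 active = activation above the mean of all tested compounds plus 3 SD, computed per campaign excluding outliers beyond control limits, cut at about 13% in these data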
Numbers without * were called inactive. Compounds were not picked by outcome; overall some 4.5% were active at least once.

How did COc1ccc(-c2nc(C#N)c(N3CCCCCC3)o2)cc1OC do in these assays?
PLCb3 inh: -156; UHRF1 binding: 0; ASAP1 GAP inh: -15; PLC-gamma1 inh: -130; ARFGAP1 inhibitor: 1; DDE Tn6 FP inh: -5; Rev-erbA mod: -3; sPLA2-III inh: 8; DDE Tn7 FP inh: 1; proKLK7 act: -14

How did NC(=O)c1ccccc1NC(=O)COc1ccc2c(c1)OCO2 do in these assays?
PLCb3 inh: -3; UHRF1 binding: -2; ASAP1 GAP inh: -13; PLC-gamma1 inh: 0; ARFGAP1 inhibitor: 16; DDE Tn6 FP inh: 5; Rev-erbA mod: -1; sPLA2-III inh: 0; DDE Tn7 FP inh: 3; proKLK7 act: 0.2

How did CC1(C)O[C@H]2OC([C@H](O)CON3C(=O)c4ccccc4C3=O)[C@H](O)[C@H]2O1 (stereo partly specified) do in these assays?
PLCb3 inh: -3; UHRF1 binding: 16; ASAP1 GAP inh: 3; PLC-gamma1 inh: 1; ARFGAP1 inhibitor: -2; DDE Tn6 FP inh: -4; Rev-erbA mod: -6; sPLA2-III inh: 3; DDE Tn7 FP inh: 1; proKLK7 act: 0.2

What do the screens show for `CCC1(c2ccc(Cl)cc2)NC(=S)N(c2ccc(C)cc2)N1` (stereo unspecified)?
PLCb3 inh: 2; UHRF1 binding: -1; ASAP1 GAP inh: 1; PLC-gamma1 inh: -4; ARFGAP1 inhibitor: 2; DDE Tn6 FP inh: -2; Rev-erbA mod: 7; sPLA2-III inh: 8; DDE Tn7 FP inh: 5; proKLK7 act: -0.1

What do the screens show for `Cc1c(OCC(=O)N2CCC(C(N)=O)CC2)ccc2c3c(c(=O)oc12)CCCC3`?
PLCb3 inh: 5; UHRF1 binding: 2; ASAP1 GAP inh: 8; PLC-gamma1 inh: -1; ARFGAP1 inhibitor: 10; DDE Tn6 FP inh: 3; Rev-erbA mod: -1; sPLA2-III inh: 1; DDE Tn7 FP inh: 7; proKLK7 act: -0.2

Results for CCCCNC(NCCCC)=C(S(=O)(=O)CC)S(=O)(=O)CC ?
PLCb3 inh: 9; UHRF1 binding: 8; ASAP1 GAP inh: 2; PLC-gamma1 inh: 4; ARFGAP1 inhibitor: -5; DDE Tn6 FP inh: 5; Rev-erbA mod: -5; sPLA2-III inh: 0; DDE Tn7 FP inh: -3; proKLK7 act: -0.1

What do the screens show for `CCc1ccccc1NC(=O)CSc1nc2c(c(-c3ccco3)c1C#N)CCCC2`?
PLCb3 inh: -4; UHRF1 binding: 3; ASAP1 GAP inh: 8; PLC-gamma1 inh: 2; ARFGAP1 inhibitor: 3; DDE Tn6 FP inh: 0; Rev-erbA mod: 29*; sPLA2-III inh: -2; DDE Tn7 FP inh: -4; proKLK7 act: 0.3

How did Cc1nn(CC(=O)N(CC(C)C)C2CCS(=O)(=O)C2)c(C)c1[N+](=O)[O-] (stereo unspecified) do in these assays?
PLCb3 inh: 1; UHRF1 binding: 0; ASAP1 GAP inh: -1; PLC-gamma1 inh: 2; ARFGAP1 inhibitor: 6; DDE Tn6 FP inh: 4; Rev-erbA mod: -2; sPLA2-III inh: -1; DDE Tn7 FP inh: -3; proKLK7 act: 0.1

How did COc1ccc(N(C(=O)c2ccncc2)S(=O)(=O)c2ccccc2)cc1 do in these assays?
PLCb3 inh: -5; UHRF1 binding: -2; ASAP1 GAP inh: -1; PLC-gamma1 inh: -5; ARFGAP1 inhibitor: 6; DDE Tn6 FP inh: 4; Rev-erbA mod: 2; sPLA2-III inh: 5; DDE Tn7 FP inh: 6; proKLK7 act: 0.2

How did COc1ccc(CC(=O)NNC(=O)c2c(-c3ccccc3Cl)noc2C)cc1OC do in these assays?
PLCb3 inh: -4; UHRF1 binding: 0; ASAP1 GAP inh: -5; PLC-gamma1 inh: -4; ARFGAP1 inhibitor: 12; DDE Tn6 FP inh: 4; Rev-erbA mod: -7; sPLA2-III inh: 0; DDE Tn7 FP inh: -3; proKLK7 act: 0.5

How did COc1ccccc1C/C(N)=N/OC(=O)/C=C/c1ccccc1 do in these assays?
PLCb3 inh: 3; UHRF1 binding: 0; ASAP1 GAP inh: -13; PLC-gamma1 inh: 4; ARFGAP1 inhibitor: 5; DDE Tn6 FP inh: -9; Rev-erbA mod: 0; sPLA2-III inh: -1; DDE Tn7 FP inh: 3; proKLK7 act: 0.2

Results for COc1ccc(CCCNC(=O)C2CCC(=O)N(CCCN3CCCC3=O)C2)cc1 (stereo unspecified) ?
PLCb3 inh: -7; UHRF1 binding: -1; ASAP1 GAP inh: -7; PLC-gamma1 inh: 1; ARFGAP1 inhibitor: -4; DDE Tn6 FP inh: -5; Rev-erbA mod: 5; sPLA2-III inh: -1; DDE Tn7 FP inh: 0; proKLK7 act: -0.2

How did Cc1cc(NC(=O)CSc2nnc(Cc3ccccc3)n2C)no1 do in these assays?
PLCb3 inh: 3; UHRF1 binding: 1; ASAP1 GAP inh: 3; PLC-gamma1 inh: 3; ARFGAP1 inhibitor: -4; DDE Tn6 FP inh: -6; Rev-erbA mod: 1; sPLA2-III inh: 1; DDE Tn7 FP inh: 1; proKLK7 act: -0.6

Results for Cc1ccc(SC(C)C(=O)Nc2cccnc2)cc1 (stereo unspecified) ?
PLCb3 inh: 3; UHRF1 binding: -2; ASAP1 GAP inh: 9; PLC-gamma1 inh: 7; ARFGAP1 inhibitor: -2; DDE Tn6 FP inh: 1; Rev-erbA mod: 3; sPLA2-III inh: 0; DDE Tn7 FP inh: -6; proKLK7 act: -0.8

What do the screens show for `Cc1c(C(=O)Nc2ccncc2)oc2ccccc12`?
PLCb3 inh: -5; UHRF1 binding: -4; ASAP1 GAP inh: -5; PLC-gamma1 inh: -6; ARFGAP1 inhibitor: 7; DDE Tn6 FP inh: 0; Rev-erbA mod: -2; sPLA2-III inh: -7; DDE Tn7 FP inh: 3; proKLK7 act: -0.2

What do the screens show for `N/C(Cc1ccc(Cl)cc1Cl)=N\OC(=O)c1ccc(Br)o1`?
PLCb3 inh: -8; UHRF1 binding: 1; ASAP1 GAP inh: -5; PLC-gamma1 inh: -1; ARFGAP1 inhibitor: -4; DDE Tn6 FP inh: 4; Rev-erbA mod: -1; sPLA2-III inh: 2; DDE Tn7 FP inh: 4; proKLK7 act: 0.4

What do the screens show for `COC(=O)c1cc2c(c3c4cc(F)ccc4n(S(=O)(=O)c4ccccc4)c13)C(=O)N(Cc1ccc(C(F)(F)F)cc1)C2`?
PLCb3 inh: -5; UHRF1 binding: -3; ASAP1 GAP inh: 13; PLC-gamma1 inh: 2; ARFGAP1 inhibitor: -2; DDE Tn6 FP inh: 4; Rev-erbA mod: 6; sPLA2-III inh: 0; DDE Tn7 FP inh: -2; proKLK7 act: -0.8

How did Cn1nc(C(=O)OCC(=O)Nc2ccc3ccccc3c2)c2ccccc2c1=O do in these assays?
PLCb3 inh: -9; UHRF1 binding: -2; ASAP1 GAP inh: 7; PLC-gamma1 inh: -2; ARFGAP1 inhibitor: 9; DDE Tn6 FP inh: 3; Rev-erbA mod: -1; sPLA2-III inh: -2; DDE Tn7 FP inh: 0; proKLK7 act: -0.3

What do the screens show for `COc1cc(S(=O)(=O)Nc2ccccc2C)ccc1Cl`?
PLCb3 inh: -1; UHRF1 binding: 1; ASAP1 GAP inh: -6; PLC-gamma1 inh: 0; ARFGAP1 inhibitor: -6; DDE Tn6 FP inh: 8; Rev-erbA mod: 3; sPLA2-III inh: -8; DDE Tn7 FP inh: 7; proKLK7 act: 0.4

Results for O=C(COC(=O)C1CCC1)NCc1ccccc1Cl ?
PLCb3 inh: 0; UHRF1 binding: 8; ASAP1 GAP inh: -6; PLC-gamma1 inh: 0; ARFGAP1 inhibitor: 5; DDE Tn6 FP inh: -6; Rev-erbA mod: -4; sPLA2-III inh: 0; DDE Tn7 FP inh: 2; proKLK7 act: 0.0

Results for CCCC(=O)N=C1SC2CS(=O)(=O)CC2N1c1ccc(CC)cc1 (stereo unspecified) ?
PLCb3 inh: 3; UHRF1 binding: 0; ASAP1 GAP inh: -9; PLC-gamma1 inh: 2; ARFGAP1 inhibitor: -2; DDE Tn6 FP inh: 2; Rev-erbA mod: -3; sPLA2-III inh: -4; DDE Tn7 FP inh: -1; proKLK7 act: -0.3

Results for COc1ccc(S(=O)(=O)N(C)C)cc1NC(=O)CSC(C)C(=O)Nc1cc(C)on1 (stereo unspecified) ?
PLCb3 inh: -9; UHRF1 binding: 3; ASAP1 GAP inh: -6; PLC-gamma1 inh: -1; ARFGAP1 inhibitor: 2; DDE Tn6 FP inh: 3; Rev-erbA mod: 1; sPLA2-III inh: 13; DDE Tn7 FP inh: 2; proKLK7 act: -0.2

Results for Cc1nn(-c2ccccc2)c(N2CCCC2)c1/C=N/NC(=S)Nc1ccc(F)cc1 ?
PLCb3 inh: -6; UHRF1 binding: -1; ASAP1 GAP inh: 27*; PLC-gamma1 inh: -2; ARFGAP1 inhibitor: 1; DDE Tn6 FP inh: -7; Rev-erbA mod: 0; sPLA2-III inh: 9; DDE Tn7 FP inh: -3; proKLK7 act: -1.5

What do the screens show for `COc1ccc2nc(C)c3c(c2c1)OC(C(C)(Cl)Br)C3` (stereo unspecified)?
PLCb3 inh: -8; UHRF1 binding: 0; ASAP1 GAP inh: 2; PLC-gamma1 inh: -4; ARFGAP1 inhibitor: -9; DDE Tn6 FP inh: 8; Rev-erbA mod: 3; sPLA2-III inh: -6; DDE Tn7 FP inh: 5; proKLK7 act: -0.4

How did CCOc1ccc(S(=O)(=O)N2CCN(C(=O)c3cc(S(=O)(=O)N4CCOCC4)ccc3C)CC2)cc1 do in these assays?
PLCb3 inh: 4; UHRF1 binding: 1; ASAP1 GAP inh: -4; PLC-gamma1 inh: 4; ARFGAP1 inhibitor: 0; DDE Tn6 FP inh: -1; Rev-erbA mod: -2; sPLA2-III inh: -1; DDE Tn7 FP inh: 3; proKLK7 act: 0.7

How did CCOC(=O)c1ccccc1NC(=O)COC(=O)C1CCCC1 do in these assays?
PLCb3 inh: -9; UHRF1 binding: 0; ASAP1 GAP inh: 8; PLC-gamma1 inh: 0; ARFGAP1 inhibitor: -1; DDE Tn6 FP inh: -2; Rev-erbA mod: -2; sPLA2-III inh: 15; DDE Tn7 FP inh: 0; proKLK7 act: -0.2

What do the screens show for `Cc1ccc(-c2nnc(C)c(N3CCOCC3)n2)cc1`?
PLCb3 inh: 2; UHRF1 binding: 0; ASAP1 GAP inh: 6; PLC-gamma1 inh: 2; ARFGAP1 inhibitor: 0; DDE Tn6 FP inh: 6; Rev-erbA mod: -2; sPLA2-III inh: -4; DDE Tn7 FP inh: -4; proKLK7 act: 0.2
